Scp1 inh: Scp-1 phosphatase inhibitors, primary screen, biochemical, colorimetric, uHTS. inhibition, % at 20 µM. 0.88% of 340,000 active. AID 493091, 2011. Recombinant Scp1, phosphopeptide, malachite green phosphate absorbance. Carboxy-terminal domain RNA polymerase II polypeptide A small phosphatase 1 (Homo …;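 active = inhibition above about 50% at 20 µM, limit read from the data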;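 also: plate controls were DMSO wells with enzyme for no effect and wells lacking enzyme for full effect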
Target sequence (Q9GZU7 76-261 limits assumed): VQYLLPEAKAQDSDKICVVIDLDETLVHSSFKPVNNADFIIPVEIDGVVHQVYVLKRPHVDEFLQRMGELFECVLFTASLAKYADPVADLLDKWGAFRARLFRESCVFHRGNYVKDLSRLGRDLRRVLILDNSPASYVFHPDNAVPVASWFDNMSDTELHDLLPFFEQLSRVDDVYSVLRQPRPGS
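Material – SCP-1 phosphatase catalytic domain, residues 76-261 · Buffer or medium – Acidic Tris acetate buffer with magnesium and detergent · Also added – Phospho 17-mer peptide substrate · Compound – single 20 µM dose, 1% DMSO · Times – 45 min room-temperature reaction, 5 min colour, 30 min stabiliser · Technique – Phosphate-binding colour reagent, absorbance read at 630 nm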
Rin1 Abl inh: inhibitors of Rin1-Abl protein binding, primary screen, biochemical, TR-FRET | inhibition, % at 7.35 µM | 0.4% of 360,000 active; in the data active = inhibition above about 5%, passing the limit was not always enough
SUMO1 PPI mod: modulators of SUMO1 protein-protein interactions, primary screen, biochemical, uHTS. SUMO1 binding to a labelled peptide, TR-FRET, 1 h. AID 602429, 2012. 0.33% of 360,000 active. Small ubiquitin-related modifier 1 (Homo sapiens), P63165. inhibition, % at 20 µM; in the data active = inhibition above about 37%
DNMT1 block: human DNMT1 methyltransferase inhibitors, primary screen, biochemical, molecular beacon, fluorescence, HinP1I cleavage, uHTS. DNA (cytosine-5)-methyltransferase 1 (Homo sapiens), P26358. inhibition (reported as % activation of signal), % at 10 µM. 0.83% of 360,000 active; in the data active = inhibition above about 50%
CSN deneddyl inh: inhibitors of CSN-mediated cullin deneddylation, primary screen, biochemical, fluorescence polarization, uHTS. 0.38% of 360,000 active. AID 651999, 2013. COP9 signalosome complex subunit 5 (Homo sapiens), Q92905. Purified CSN, SCF-Nedd8-OG deneddylation. inhibition, % at 12.5 µM;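 active = pattern-corrected inhibition above about 35%, with an unprinted fluorescence ratio check between 0.5 and 1.5, limit read from the data, passing the limit was not always enough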;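 also: 0% = enzyme with substrate and 100% = substrate without enzyme; some results filed as inactive read as strong as hits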
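assay system = purified human Csn5 enzyme expressed in HEK293T cells | amount = 0.24 nM enzyme | buffer or medium = Tris/NaCl/DTT buffer, pH 7.5 | reagent = 10 nM SCFSkp2-Nedd8OG | compound = one concentration, 12.5 µM, 0.25% DMSO | times = 90 min reaction at room temperature | signal = FP | read-out basis = % inhibition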
LMPTP inh: LMPTP phosphatase inhibitors, primary screen, biochemical, fluorescence intensity, uHTS. 0.22% of 360,000 active. Low molecular weight phosphotyrosine protein phosphatase (Homo sapiens), P24666. inhibition, % at 20 µM. recombinant LMPTP-A, OMFP fluorogenic substrate;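 active = compounds that cut the enzyme signal by at least half of the control window in the single-dose screen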;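 also: plate controls were DMSO wells with enzyme plus substrate for no effect and substrate without enzyme for full effect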
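Assay system: LMPTP-A phosphatase enzyme | Input: 0.625 nM enzyme | Also added: Fluorogenic phosphatase substrate OMFP at 400 µM final | Compound dosing: One test concentration per compound, 20 µM, with 3% DMSO overall | Schedule: 50 min enzyme reaction at room temperature, protected from light | Signal: Fluorescence intensity | Benchmarks: no-enzyme and uninhibited controls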
STEP inh: STEP phosphatase inhibitors, primary screen, biochemical, fluorescence intensity, uHTS. Tyrosine-protein phosphatase non-receptor type 5 (Homo sapiens), P54829. inhibition, % at 20 µM. 0.25% of 360,000 active. recombinant STEP, OMFP fluorogenic substrate;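 active = inhibition at 20 µM, scaled per plate between control wells, above about 37%, limit read from the data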;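 also: 0% = DMSO with enzyme and substrate and 100% = substrate only without enzyme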
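System: STEP phosphatase, cell-free reaction; Buffer or medium: Bis-Tris pH 6.0 buffer with DTT, detergent; Incubation: 20 min at room temperature, dark; Measured by: fluorescence, 480/540 nm.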
Neddyl block: inhibitors of cullin neddylation, primary screen, biochemical, TR-FRET, uHTS, NAE and Ubc12; calls only at 25 µM; 0.58% of 360,000 active; AID 651699, 2012; in the data active = inhibition above about 36%
Target sequence (P61081 whole entry, looked up): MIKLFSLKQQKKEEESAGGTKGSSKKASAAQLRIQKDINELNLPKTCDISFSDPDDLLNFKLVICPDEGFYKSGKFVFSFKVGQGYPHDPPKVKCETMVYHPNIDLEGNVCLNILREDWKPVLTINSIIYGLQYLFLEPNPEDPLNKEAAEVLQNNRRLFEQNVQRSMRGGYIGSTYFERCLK
Target sequence (Q13564 whole entry, looked up): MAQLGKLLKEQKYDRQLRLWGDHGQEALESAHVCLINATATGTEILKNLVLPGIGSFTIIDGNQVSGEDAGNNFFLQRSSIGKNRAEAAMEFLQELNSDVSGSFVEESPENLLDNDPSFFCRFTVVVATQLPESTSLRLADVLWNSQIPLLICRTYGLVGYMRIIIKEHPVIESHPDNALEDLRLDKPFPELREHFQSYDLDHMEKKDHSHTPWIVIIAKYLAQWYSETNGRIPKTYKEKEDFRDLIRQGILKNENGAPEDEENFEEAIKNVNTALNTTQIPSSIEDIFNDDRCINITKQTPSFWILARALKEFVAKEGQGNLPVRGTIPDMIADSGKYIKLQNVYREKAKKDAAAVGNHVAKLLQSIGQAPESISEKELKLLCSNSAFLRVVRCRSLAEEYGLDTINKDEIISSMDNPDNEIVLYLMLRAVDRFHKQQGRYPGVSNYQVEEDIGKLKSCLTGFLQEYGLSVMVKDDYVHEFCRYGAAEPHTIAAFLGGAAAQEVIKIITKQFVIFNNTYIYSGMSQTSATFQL
Rpn11 block: Rpn11 (PSMD14) deubiquitinase inhibitors, primary screen, biochemical, fluorescence polarization, uHTS; 26S proteasome non-ATPase regulatory subunit 14 (Homo sapiens), O00487; 0.59% of 360,000 active; calls only at 20 µM; human 26S proteasome, Ub4-pepOG fluorescence polarization; 20S core pre-blocked with epoxomicin; AID 588493, 2011;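 active = inhibition at 20 µM, scaled to each plate's controls, above about 33%, limit read from the data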
NadD block: inhibitors of S. aureus NadD, primary screen, biochemical, colorimetric, uHTS | Nicotinate-nucleotide adenylyltransferase NadD (Staphylococcus aureus N315) | purified NadD enzyme, colorimetric absorbance read-out | inhibition, % at 20 µM | 0.78% of 360,000 active | AID 602399, 2012; in the data active = inhibition above about 26%; also: some compounds past the cut are filed as inactive
Starred values were filed as active, the others as inactive; i = inactive; . = no result given; + = active, no number.

Scp1 inh,CSN deneddyl inh,Neddyl block,SUMO1 PPI mod,Rin1 Abl inh,STEP inh,NadD block,LMPTP inh,Rpn11 block,DNMT1 block,Molecule
-8,2,i,-6,-1,-1,-7,1.8,i,-4,Cc1ccc(C(=O)COC(=O)CNC(=O)C(c2ccccc2)c2ccccc2)cc1[N+](=O)[O-]
-6,6,i,3,-4,-3,41*,1.4,i,-25,NS(=O)(=O)c1ccc(NC(=O)/C=C/c2cn(-c3ccccc3)nc2-c2cccc(Cl)c2)cc1
1,6,i,-6,-2,1,0,-1.3,i,7,Cc1ccc(S(=O)(=O)NNC(=O)c2sc(=S)n(C)c2C)cc1
-7,0,i,2,-3,-1,5,0.1,i,3,CSCC(O)Cn1ncc2ccccc2c1=O (stereo not drawn)
38,1,i,-16,-4,0,1,3.7,+,-4,C=CCNC(=O)/C(C#N)=C/c1c(N(Cc2ccccc2)Cc2ccccc2)nc2ccccn2c1=O
-2,-4,.,-2,0,2,0,-1.5,i,-5,O=C1CCCc2c1nc(-c1ccco1)n2O
-3,2,i,4,5,1,-7,-0.4,i,-1,Cc1ccc(S(=O)(=O)N2CCCOC2CNC(=O)C(=O)NCc2ccccc2C)cc1 (stereo not drawn)
-7,-4,i,-3,2,2,-3,0.8,i,-3,CCn1cnc2c1c(=O)n(CC(=O)N1CCc3ccccc31)c(=O)n2Cc1ccccc1
4,-2,i,0,1,-4,-1,0.1,i,2,CCCCN1CC(=O)N2[C@H]3c4cc(Cl)ccc4OC[C@@H]3[C@H](C(=O)OCC)[C@]2(C)C1=O
-4,9,i,0,0,-3,2,0.1,i,2,CC(C)Oc1ccc2nnnn2n1
-3,1,i,3,1,-4,0,0.9,i,0,CC(=O)Oc1ccc(C(=O)c2ccccc2)c(OC(C)=O)c1
1,9,i,-1,-4,2,2,-0.8,i,2,CCCNC(=O)Nc1ccccc1C(=O)Nc1ccc(OC)cc1
-2,1,i,5,2,-2,0,0.9,i,-1,O=C(CN1CCN(S(=O)(=O)N2CCCCC2)CC1)Nc1cc(Cl)cc(Cl)c1
-3,-5,i,-2,-7,0,-6,0.9,i,2,COC(=O)c1sccc1NC(=O)c1ccc(OC)cc1OC
72*,64*,i,89*,-4,23,49*,80*,+,90*,N=C1/C(=C\c2ccc(-c3cccc(C(=O)O)c3)o2)C(=O)N=C2SC=C(c3ccccc3)N12
-3,-2,i,4,1,-1,4,-0.1,i,4,CCCCn1c(N)c(N(CC(C)C)C(=O)c2ccc(F)c(S(=O)(=O)N3CCOCC3)c2)c(=O)[nH]c1=O
-11,3,.,3,1,-1,-2,3.7,i,-1,Fc1ccccc1N1CC(c2ccccc2)C(c2cccs2)=N1 (stereo not drawn)
-17,3,i,3,-2,4,-13,1.4,i,8,CC1SCC(=NOCc2c(Cl)cccc2Cl)CS1 (stereo not drawn)
-1,-2,i,0,3,-1,-3,2.7,i,0,COc1ccc(CCNC(=O)CSc2nccc(=O)[nH]2)cc1OC
8,0,i,-5,-4,0,-4,1.0,i,-2,CCCCN1C(=O)C(=O)c2cc(Cl)ccc21
-13,3,i,-3,6,-2,-4,1.2,i,6,Cc1c(C(=O)N2c3ccccc3Sc3ccccc32)cccc1[N+](=O)[O-]
.,3,i,2,5,0,-1,-0.7,i,7,Nc1ncnc2c1ncn2[C@@H]1O[C@H](C(=O)NCC2CCN(Cc3ccccc3)CC2)[C@@H](O)[C@H]1O
-16,44,i,3,0,-3,1,-0.6,i,-2,Nc1ccc(Oc2ccc(F)cc2)nc1
.,-3,i,-48,-7,6,1,-1.7,i,-12,COc1cc(-c2cnc3c(NC(C)=O)cc(-c4ccc(N5CCN(C)CC5)cc4)cn23)cc(OC)c1OC
-13,1,.,-3,-2,4,-2,1.9,i,-2,COc1cc2[nH]c3c(=O)n(N)c(=O)[nH]c3c2cc1OC
-9,12,i,-3,0,1,5,1.3,i,0,COC(=O)c1ccccc1NC(=O)Cn1c(=O)n(Cc2ccccc2)c(=O)c2c(C)c(C)sc21
-2,9,i,1,3,0,-15,2.0,i,-1,N#Cc1cccc(S(=O)(=O)NCC(=O)NCCCc2ccccc2)c1
-3,-2,i,-23,1,4,-18,3.5,i,-4,COc1ccccc1NC(=O)COC(=O)c1[nH]c(=O)[nH]c(=O)c1N
-6,-1,i,-4,-2,-2,-1,-2.8,i,-9,CCN1CCN(CC(=O)Nc2sc3c(c2C#N)CCC(C)C3)CC1 (stereo not drawn)
-8,4,i,2,-2,3,-3,-1.4,i,1,Cc1ccccc1S(=O)(=O)N(CC(O)CN1C(=O)NC(C)(C)C1=O)c1ccccc1 (stereo not drawn)

Some values from the results shown:
For Rin1 Abl inh, CCCCn1c(N)c(N(CC(C)C)C(=O)c2ccc(F)c(S(=O)(=O)N3CCOCC3)c2)c(=O)[nH]c1=O is entered as 1
For NadD block, CC1SCC(=NOCc2c(Cl)cccc2Cl)CS1 (stereo not drawn) is entered as -13
For Scp1 inh, COc1ccc(CCNC(=O)CSc2nccc(=O)[nH]2)cc1OC is entered as -1
For CSN deneddyl inh, Fc1ccccc1N1CC(c2ccccc2)C(c2cccs2)=N1 (stereo not drawn) is entered as 3

Next section.
Scp1 inh,CSN deneddyl inh,Neddyl block,SUMO1 PPI mod,Rin1 Abl inh,STEP inh,NadD block,LMPTP inh,Rpn11 block,DNMT1 block,Molecule
-7,-3,i,3,-4,-4,11,-2.2,i,0,CCCCc1c(O)nc(N2CCN(Cc3ccccc3)CC2)[nH]c1=O
-10,2,i,-16,-1,1,-6,3.6,i,-6,CCN1C(=O)/C(=C\c2cn(CCC#N)nc2-c2ccc(F)cc2)SC1=S
-5,8,.,0,-1,-1,-2,4.5,i,-1,COc1ccc(OC)c(NC(=O)c2nnn(CC(=O)Nc3ccc4c(c3)OCO4)c2N)c1
30,-4,i,4,-2,2,-2,-0.9,i,1,CC(C)S(=O)(=O)c1cnc(-c2ccccn2)nc1N
-6,-3,i,-3,1,-1,-4,-0.4,i,-2,CC(C(=O)Nc1ccc(Cl)cc1)N1C(=O)NC2(CCCC2)C1=O (stereo not drawn)
-8,-7,i,0,2,0,6,-1.3,i,1,CCSc1nnc(Cc2cc(=O)[nH]c(=O)[nH]2)n1-c1cc(C)ccc1C
.,-3,i,6,.,.,-4,0.0,.,.,CCOC(=O)N1CCN(C(=O)C[C@@H]2C[C@@]3(C(=O)OC)CCCCC=C3N(Cc3cccc4ccccc34)C2=O)CC1
.,-5,i,2,.,.,10,-1.3,.,.,O=C1NC[C@H](CCCCN2C[C@H](Cc3ccc(O)cc3)N(CC3CCCCC3)C(=O)C2=O)N(Cc2ccccc2)C1=O
-4,4,i,1,0,-1,-2,-1.9,i,5,CC(=O)Nc1ccc(S(=O)(=O)N(C)CC(=O)NC2CCCCCCC2)cc1
.,1,i,-8,0,-1,22,1.2,i,-1,O=C1c2ccccc2C(=O)N1CCC#C/C=C1\c2ccccc2C(=O)N1c1ccccc1
-5,-4,i,0,1,-2,-1,1.8,i,0,O=C(CN1C(=O)NC2(CCCCCC2)C1=O)NCCc1ccc(F)cc1
-8,-4,i,3,0,-1,-1,-1.1,i,-3,Cc1ccccc1C(=O)N1CCC(C(=O)OCc2nc(N)nc(Nc3ccccc3)n2)CC1
-9,5,i,1,0,-2,-5,-9.6,i,-2,O=C(NCCCN1CCOCC1)c1c(O)c2ccccc2[nH]c1=O
.,2,i,7,.,.,-1,0.1,.,.,CC(C)(C)OC(=O)N1CCC[C@@H]1C(=O)N1CCC[C@@H]1C(=O)NCc1ccccc1Cl
-2,0,i,-1,4,1,2,-2.1,i,1,CS(=O)(=O)N1CCC(C(=O)Nc2ccccc2)CC1
-9,-2,i,3,-2,0,-5,-2.0,i,3,Cc1cc(Cl)cc2sc(NC(=O)C3CC3)nc12
-5,-3,+,0,5,1,12,-3.2,i,-2,COc1cc(/C=N/NC(=O)CCOc2ccccc2C)cc(Br)c1O
-7,-3,i,1,3,0,-6,-1.0,i,-1,COc1ccc(S(=O)(=O)NCc2ccc3c(c2)OCO3)cc1OC
4,-7,i,2,2,-4,7,-1.5,i,0,CCOc1ncccc1C(=O)OCC(=O)NCCc1ccc(OC)cc1
.,0,.,4,.,.,30*,1.5,.,.,CCOC(=O)c1ccc(-c2ccc(N3C(c4ccsc4)=Cc4ccc(F)cc4C3c3c[nH]c4ccc(C#N)cc34)cc2)cc1F (stereo not drawn)
-2,0,i,3,0,-2,-1,-2.0,i,0,CC(C)NC(=O)c1cccc(C(F)(F)F)c1
-4,-5,i,-1,0,-1,-6,-8.1,i,1,Cc1ccc(C(C)(C)C)c(OCCCCN2CCCC2)c1

A second format for 2 compounds above:
Below each compound: Scp1 inh	CSN deneddyl inh	Neddyl block	SUMO1 PPI mod	Rin1 Abl inh	STEP inh	NadD block	LMPTP inh	Rpn11 block	DNMT1 block
CC(C)NC(=O)c1cccc(C(F)(F)F)c1
    -2	0	i	3	0	-2	-1	-2.0	i	0
Cc1ccc(C(C)(C)C)c(OCCCCN2CCCC2)c1
    -4	-5	i	-1	0	-1	-6	-8.1	i	1
